Screening results deposited in PubChem BioAssay by National Center for Advancing Translational Sciences (NCATS).
Pf growth 96h: inhibits malaria parasite growth, 96 h; Potency, µM (top dose mostly 28.7 µM), for inactives: at the highest dose activity change, negative = inhibition, most hits filed as inhibitors; hit rate 6.9% among 320,000; P. falciparum luciferase reporter growth, 96 h
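Compounds incubated with erythrocytes infected by luciferase-expressing P. falciparum (2% hematocrit, 0.05% parasitemia final) for 96 hours, 37 C in 5% CO2. Growth inhibition scored as decreased luciferase luminescence.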
Sm TGR inh: S. mansoni TGR enzyme inhibition; Q962Y6; purified TGR, DTNB reduction, TNB absorbance 405 nm; Potency, µM (doses to about 114 µM), inactives show top-dose activity change, negative = inhibition, most hits filed as inhibitors; hit rate 3% among 360,000; also: nearly all actives have a fitted effect of over 60% in size
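TGR 20 nM + NADPH 100 uM (dispensed conc.), cpd preinc 15 min RT; start with NADPH (500 uM addition) then DTNB (15 mM addition). Kinetic TNB absorbance, 405 nm filter. Four-parameter Hill fit across titration.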
LmPK inh: LmPK (Leishmania mexicana) enzyme inhibition. hit rate 0.37% among 290,000. Potency, µM (top dose mostly 57.5 µM), for the others: at the highest dose activity change, negative = inhibition, hits mostly inhibitors. purified LmPK, Kinase-Glo ATP luminescence, 1 h. Q27686
Target sequence (Q27686 whole entry, looked up): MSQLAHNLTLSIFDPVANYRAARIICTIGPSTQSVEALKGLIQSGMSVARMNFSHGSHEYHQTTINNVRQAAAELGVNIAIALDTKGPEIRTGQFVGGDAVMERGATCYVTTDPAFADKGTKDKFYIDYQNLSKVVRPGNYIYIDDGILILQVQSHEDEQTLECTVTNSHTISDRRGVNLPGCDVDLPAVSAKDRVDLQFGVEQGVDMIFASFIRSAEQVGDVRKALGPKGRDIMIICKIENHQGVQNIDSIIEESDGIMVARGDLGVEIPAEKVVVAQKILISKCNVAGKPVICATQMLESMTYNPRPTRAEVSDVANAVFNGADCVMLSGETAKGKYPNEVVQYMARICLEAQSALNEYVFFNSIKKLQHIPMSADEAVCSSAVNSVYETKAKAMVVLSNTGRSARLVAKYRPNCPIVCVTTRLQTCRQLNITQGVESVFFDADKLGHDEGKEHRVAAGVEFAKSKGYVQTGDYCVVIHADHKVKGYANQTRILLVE
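qHTS format; LmPK 0.1 nM; substrates PEP 0.5 mM and ADP 0.1 mM. One-hour room-temperature incubation, then coupled luciferase luminescence; 0.5 nM enzyme wells mark activation.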
HCV inhibitor: inhibitors of hepatitis C virus infection; Potency, µM (highest dose often 41.8 µM), without a hit: at the top dose activity change, negative = inhibition, most hits filed as inhibitors; hit rate 3.4% among 340,000; Huh7.5.1 HCVcc-Cre infection, luciferase reporter, 44 h
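Luciferase read-out (15 sec integration) after a 15 min room-temperature substrate step quantifies HCVcc-Cre infection. Cells, 1,000 per well, had compound added 4 h post-plating, then virus at ~0.5 moi, and were cultured 44 h.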
Tb PYK inh: inhibitors of Trypanosoma brucei pyruvate kinase; TbPYK enzyme, Kinase-Glo Plus ATP luminescence, 45 min; Q57TT1; hit rate 0.12% among 410,000; Potency, µM (highest dose often 76.8 µM), for the others: at the highest dose activity, negative = inhibition, usual class: inhibitors; AID 624173; also: nearly all actives have a fitted effect of over 50% in size
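Assay buffer: 50 mM TEA pH 7.2, 100 mM KCl, 10 mM MgCl2, 0.05% BSA, 0.01% Tween-20. Pyruvate kinase from T. brucei plus substrate met compound, then ADP (130 uM final). Luminescence was read post 45 min RT.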
Pf growth 48h: inhibits P. falciparum growth in the first generation, 48 h; Potency, µM (doses to about 28.7 µM), inactives show top-dose activity change, negative = inhibition, usual class: inhibitors; AID 504832; hit rate 5.9% among 310,000; P. falciparum luciferase growth in erythrocytes, 48 h
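Here the parasites carry a stable luciferase gene and grow inside erythrocytes in Albumax-based RPMI medium with compound for one erythrocytic cycle. Activity is scored as loss of luminescent signal.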
* hit, by the source's call; & = joins results of further samples; [ ] = remark or other dose. Calls follow the shape of the dose curve; as a rule, active = well fitted curve in the direction sought with a large enough effect; inconclusive = small, poorly fitted or top-dose-only effect, or another doubt; inactive = no such curve, though single readings can be large; an effect the other way counts as inactive or inconclusive. % is scaled to controls: 0 for no effect and ±100 for the full control effect; potency is read from the fitted curve at half-maximal effect.

How did CC(C)c1ccc(NC2CCCN(C(=O)CCCn3cncn3)C2)cc1 (centres undefined) do in these assays?
Pf growth 96h: 7%; Sm TGR inh: -16%; LmPK inh: -3%; HCV inhibitor: 2%; Tb PYK inh: 3%; Pf growth 48h: 18%

What do the screens show for `Cc1cc(C(=O)Cn2c(CO)nc3ccccc32)c(C)n1C`?
Pf growth 96h: -6%; Sm TGR inh: 2%; LmPK inh: -3%; HCV inhibitor: 15%; Tb PYK inh: 2%; Pf growth 48h: inconclusive

How did COc1c(O)c(=O)n2c3ccccc3c3ccnc1c32 do in these assays?
Pf growth 96h: inconclusive; Sm TGR inh: 4µM*; HCV inhibitor: 17%; Tb PYK inh: 0%; Pf growth 48h: 10µM*

How did CCOc1ccc(NC(=O)COC(=O)CNC(=O)c2ccc(-c3ccccc3)cc2)cc1 do in these assays?
Pf growth 96h: -11%; Sm TGR inh: -5%; HCV inhibitor: -4%; Tb PYK inh: 4%; Pf growth 48h: 7%

What do the screens show for `Cc1ccc(CNC(=O)CN2CCN(Cc3ccc(Cl)cc3)C2=O)cc1`?
Pf growth 96h: -27%; Sm TGR inh: 6%; LmPK inh: 0%; HCV inhibitor: 5%; Tb PYK inh: -7%

Results for COC(=O)CCC(=O)N1CCOCCOCCOCC1 ?
Pf growth 96h: inconclusive; LmPK inh: 0%; HCV inhibitor: 16%; Tb PYK inh: 11%; Pf growth 48h: 22%

How did CCOC(=O)c1sc2ncn(C(CC)C(=O)OCC)c(=O)c2c1C (centres undefined) do in these assays?
Pf growth 96h: 2%; Sm TGR inh: -2%; LmPK inh: 1%; HCV inhibitor: -20%; Tb PYK inh: 3%; Pf growth 48h: -28%

How did O=C(O)c1cc(-c2ccc3c(c2)OCCO3)n[nH]1 do in these assays?
Pf growth 96h: inconclusive; Sm TGR inh: 11%; LmPK inh: -19%; HCV inhibitor: 21%; Tb PYK inh: -1%; Pf growth 48h: 9%

What do the screens show for `c1ccc(-c2noc(-c3cccnc3)n2)cc1`?
Pf growth 96h: 12µM*; Sm TGR inh: 1%; LmPK inh: inconclusive; HCV inhibitor: -1%; Tb PYK inh: -18%; Pf growth 48h: 179%[activator]

How did CC(C)N1CCN(Cc2ccc(-c3ccccc3)cc2)CC1CCO (centres undefined) do in these assays?
Pf growth 96h: inconclusive; Sm TGR inh: -3%; LmPK inh: -1%; HCV inhibitor: inconclusive; Tb PYK inh: 4%; Pf growth 48h: 13%

What do the screens show for `C=C[C@]1(C)C[C@H]1[C@H](NP(=O)(c1ccccc1)c1ccccc1)c1ccccc1`?
Pf growth 96h: inconclusive; Sm TGR inh: -6%; LmPK inh: -1%; HCV inhibitor: 11%; Tb PYK inh: 1%; Pf growth 48h: -17%

Results for CN(C)CCCNS(=O)(=O)c1cc(Cl)c(Cl)cc1Cl ?
Pf growth 96h: 2%; Sm TGR inh: 10%; LmPK inh: 0%; HCV inhibitor: inconclusive; Tb PYK inh: 1%; Pf growth 48h: 2%

Results for COc1ccc(-n2nc3c(c2NC(=O)C2CC2)CS(=O)(=O)C3)cc1 ?
Pf growth 96h: 11%; Sm TGR inh: -7%; LmPK inh: -2%; HCV inhibitor: 15%; Tb PYK inh: -5%; Pf growth 48h: -1%

What do the screens show for `CSC1=NCCN1C(=O)Cc1cccs1`?
Pf growth 96h: 24%; Sm TGR inh: -4%; LmPK inh: 4%; HCV inhibitor: 28%; Tb PYK inh: 4%

How did CC(=O)Nc1c(C(=O)c2ccccc2)oc2ccccc12 do in these assays?
Pf growth 96h: inconclusive; Sm TGR inh: 0%; LmPK inh: 7%; HCV inhibitor: -3%; Pf growth 48h: -19%

Results for O=C(NC1=NCCS1)c1cc(-c2cccc(Br)c2)nc2ccccc12 ?
Pf growth 96h: -6%; Sm TGR inh: 4%; LmPK inh: 0%; HCV inhibitor: 5%; Tb PYK inh: -12%; Pf growth 48h: inconclusive

How did CCNC(=O)CC1C(=O)N(c2ccc(F)cc2)C(=S)N1CCc1ccncc1 (centres undefined) do in these assays?
Pf growth 96h: inconclusive; Sm TGR inh: 1%; LmPK inh: 1%; HCV inhibitor: 4%; Tb PYK inh: 1%; Pf growth 48h: 13µM*

How did CC(=O)Nc1ccc(/C=C/c2nc3ccccc3o2)cc1 do in these assays?
Pf growth 96h: 129%[activator]; Sm TGR inh: -25%; LmPK inh: 1%; HCV inhibitor: inconclusive; Tb PYK inh: -5%

What do the screens show for `CC1CCN(C(=O)c2cc3c(ccc4ccccc43)o2)CC1`?
Pf growth 96h: -28%; Sm TGR inh: 6%; LmPK inh: -12%; HCV inhibitor: -22%; Tb PYK inh: 1%; Pf growth 48h: 258%[activator]

What do the screens show for `COC(=O)c1ccc(NC(=O)c2ccc3c(c2)NC(=O)C2CCCN32)cc1` (centres undefined)?
Pf growth 96h: 7.4µM*; Sm TGR inh: -21%; HCV inhibitor: -3%; Pf growth 48h: 8.3µM*

Fetched one by one from the list above:
What do the screens show for `C=C[C@]1(C)C[C@H]1[C@H](NP(=O)(c1ccccc1)c1ccccc1)c1ccccc1`?
Pf growth 96h: inconclusive; Sm TGR inh: -6%; LmPK inh: -1%; HCV inhibitor: 11%; Tb PYK inh: 1%; Pf growth 48h: -17%

How did CC(C)N1CCN(Cc2ccc(-c3ccccc3)cc2)CC1CCO (centres undefined) do in these assays?
Pf growth 96h: inconclusive; Sm TGR inh: -3%; LmPK inh: -1%; HCV inhibitor: inconclusive; Tb PYK inh: 4%; Pf growth 48h: 13%

What do the screens show for `CC1CCN(C(=O)c2cc3c(ccc4ccccc43)o2)CC1`?
Pf growth 96h: -28%; Sm TGR inh: 6%; LmPK inh: -12%; HCV inhibitor: -22%; Tb PYK inh: 1%; Pf growth 48h: 258%[activator]

(more compounds)
How did CN(C)S(=O)(=O)c1ccc2nnn(OCC(=O)NC3CCS(=O)(=O)C3)c2c1 (centres undefined) do in these assays?
Pf growth 96h: -16%; Sm TGR inh: 0%; HCV inhibitor: 3%; Tb PYK inh: 6%; Pf growth 48h: -22%

What do the screens show for `CCCc1cc(=O)n2[nH]c(C)c(-c3ccccc3)c2n1`?
Pf growth 96h: 0%; Sm TGR inh: -10%; LmPK inh: 1%; HCV inhibitor: -4%; Tb PYK inh: 4%; Pf growth 48h: -2%

How did Cc1ccc(C(O)C(=O)c2ccco2)cc1 (centres undefined) do in these assays?
Pf growth 96h: 96%[activator]; Sm TGR inh: -23%; HCV inhibitor: -13%; Tb PYK inh: 0%; Pf growth 48h: 7%

What do the screens show for `O=C(NNC(=O)C12CC3CC(CC(C3)C1)C2)c1cccc(O)c1`?
Pf growth 96h: 1%; Sm TGR inh: 0%; LmPK inh: -4%; HCV inhibitor: 9%; Tb PYK inh: 3%; Pf growth 48h: 7%

How did O=C(NNC(=O)C1CCN(Cc2ccc(Cl)c(Cl)c2)CC1)c1cccs1 do in these assays?
Pf growth 96h: inconclusive; LmPK inh: 5%; HCV inhibitor: inconclusive; Tb PYK inh: 4%; Pf growth 48h: 25%

How did COCCN(C(=O)Cc1cccs1)C(C(=O)NCc1ccc(OC)cc1)c1ccc(C(C)C)cc1 (centres undefined) do in these assays?
Pf growth 96h: 2.9µM*; Sm TGR inh: -2%; LmPK inh: 0%; HCV inhibitor: -13%; Tb PYK inh: -6%; Pf growth 48h: 2.1µM*

What do the screens show for `O=C(c1ccccc1Oc1nnnn1-c1ccccc1)N1CCOCC1`?
Sm TGR inh: 3%; LmPK inh: -3%; HCV inhibitor: 15%; Tb PYK inh: -6%; Pf growth 48h: 7%

Results for NC(N)=N/N=C/c1ccccc1 ?
Pf growth 96h: -47%; Sm TGR inh: -1%; LmPK inh: -5%; HCV inhibitor: 7%; Tb PYK inh: -4%

How did CN1C(=O)C2(OCC(COc3ccc(Cl)cc3)O2)c2ccccc21 (centres undefined) do in these assays?
Pf growth 96h: 0%; Sm TGR inh: 1%; LmPK inh: 3%; HCV inhibitor: -23%; Tb PYK inh: -6%; Pf growth 48h: 2%

What do the screens show for `O=C1C2C3CCCC3=C3CCCC3C2C(=O)N1c1ccc(Cl)cc1` (centres undefined)?
Pf growth 96h: inconclusive; Sm TGR inh: inconclusive; LmPK inh: 7%; HCV inhibitor: 11%&6%; Tb PYK inh: 1%; Pf growth 48h: inconclusive

How did O=C(OCc1ccc(Br)cc1)c1cccnc1Cl do in these assays?
Pf growth 96h: 28%; Sm TGR inh: 6%; LmPK inh: -3%; HCV inhibitor: 6%; Tb PYK inh: -6%; Pf growth 48h: 34%[activator]

What do the screens show for `O=C(C1CCCCN1S(=O)(=O)c1ccc(F)cc1)N1CCN(c2ccccc2F)CC1` (centres undefined)?
Pf growth 96h: 4.7µM*; Sm TGR inh: -7%; LmPK inh: -2%; HCV inhibitor: 16%&-13%; Tb PYK inh: -1%; Pf growth 48h: -7%

Results for COc1ccc(N2CCN(C(=O)CCS(=O)(=O)c3ccc4c(c3)NC(=O)C(C)S4)CC2)cc1 (centres undefined) ?
Pf growth 96h: 9.3µM*; Sm TGR inh: -16%; LmPK inh: -2%; HCV inhibitor: inconclusive; Tb PYK inh: -12%; Pf growth 48h: inconclusive

Results for O=C(N/C(=C\c1ccc(O)cc1)C(=O)N1CCCCC1)c1ccccc1 ?
Pf growth 96h: 0%; Sm TGR inh: 8%; LmPK inh: -9%; HCV inhibitor: -5%; Tb PYK inh: 3%; Pf growth 48h: 31%

How did Cc1ccc(S(=O)(=O)N2CCCCC2)cc1NC(=O)C1CC(=O)N(Cc2ccccc2)C1 (centres undefined) do in these assays?
Pf growth 96h: -30%; Sm TGR inh: -16%; LmPK inh: -1%; HCV inhibitor: 3%; Tb PYK inh: 3%; Pf growth 48h: inconclusive

What do the screens show for `COc1ccc(CN2CCCC(C(=O)c3cccc(Cl)c3)C2)cc1` (centres undefined)?
Pf growth 96h: 0%; Sm TGR inh: 8%; LmPK inh: -9%; HCV inhibitor: -5%; Tb PYK inh: 3%; Pf growth 48h: 26%

How did COc1ccc(CNC(=O)C2CCC(CNS(=O)(=O)c3ccc(C)cc3)CC2)cc1 (centres undefined) do in these assays?
Pf growth 96h: 20%; Sm TGR inh: 2%; LmPK inh: -2%; HCV inhibitor: -16%; Tb PYK inh: -5%; Pf growth 48h: -22%

Results for c1ccc(N2CCN(Cc3cnc(N4CCOCC4)s3)CC2)cc1 ?
Pf growth 96h: 31%[activator]; Sm TGR inh: 2%; LmPK inh: 0%; HCV inhibitor: -29%; Tb PYK inh: -15%; Pf growth 48h: 237%[activator]

What do the screens show for `O=C(Cn1nnc2ccccc21)N/N=C/c1ccco1`?
Pf growth 96h: inconclusive; Sm TGR inh: 6%; LmPK inh: -2%; HCV inhibitor: 6%; Tb PYK inh: 0%; Pf growth 48h: 24%

How did Cc1ccc(NC(=O)c2cncc(Br)c2)c([N+](=O)[O-])c1 do in these assays?
Pf growth 96h: inconclusive; Sm TGR inh: -1%; LmPK inh: 4%; HCV inhibitor: 4%; Tb PYK inh: -12%; Pf growth 48h: 60%[activator]

Results for COc1cccc(C2CC(c3cccs3)=NN2C(=O)CCC(=O)O)c1OC (centres undefined) ?
Pf growth 96h: -14%; Sm TGR inh: -2%; LmPK inh: 0%; HCV inhibitor: 0%; Tb PYK inh: -6%; Pf growth 48h: inconclusive

This is a random part of the collection (roughly 16% active in at least one column).
